Screens deposited in PubChem by The Scripps Research Institute Molecular Screening Center.
TAAR1 ag = agonists of human TAAR1; activation, % at 3 µM; 360,000 tested, 0.99% active; CHO RD-HGA16 TAAR1, Fluo-8 calcium fluorescence; vehicle wells 0%, saturating PEA agonist 100%;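 active means activation above the mean activation of all test compounds in the run plus 3 SD, cut at about 38% in these data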
Target sequence (Q96RJ0 whole entry, looked up): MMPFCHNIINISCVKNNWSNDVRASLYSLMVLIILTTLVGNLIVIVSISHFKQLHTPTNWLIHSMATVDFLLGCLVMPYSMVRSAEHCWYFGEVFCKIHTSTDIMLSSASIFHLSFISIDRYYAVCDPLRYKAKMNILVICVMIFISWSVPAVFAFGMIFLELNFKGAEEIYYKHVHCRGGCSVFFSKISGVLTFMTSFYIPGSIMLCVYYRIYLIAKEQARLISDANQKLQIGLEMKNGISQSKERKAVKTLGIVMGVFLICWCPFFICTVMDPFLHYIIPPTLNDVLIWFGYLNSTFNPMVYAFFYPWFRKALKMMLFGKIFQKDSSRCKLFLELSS
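test system = CHO RD-HGA16 cells carrying human TAAR1 plus Gα16 | schedule = 17-24 h seeding, 75 min 37 °C dye, 30 min RT | compound dosing = 3 µM single concentration | control set = DMSO and PEA EC100 | replicates = n 1 | signal = Fluo-8 fluorescence, 5 s baseline then 140 s kinetic read | measure = percent activation vs PEA EC100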
CHRM4 agonist = agonists of human muscarinic M4 receptor (CHRM4). 360,000 tested, 0.14% active. activation, % at 3 µM. P08173. CHO-K1 hM4/Gqi5, Fluo-8 calcium fluorescence; vehicle 0%, full acetylcholine response 100%;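 active means activation above the run mean over all test wells plus 3 SD, cut at about 32% in these data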;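 further: peak over basal fluorescence ratio per well then scaled between controls; 0% = DMSO wells and 100% = acetylcholine at EC100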
Target sequence (P08173 whole entry, looked up): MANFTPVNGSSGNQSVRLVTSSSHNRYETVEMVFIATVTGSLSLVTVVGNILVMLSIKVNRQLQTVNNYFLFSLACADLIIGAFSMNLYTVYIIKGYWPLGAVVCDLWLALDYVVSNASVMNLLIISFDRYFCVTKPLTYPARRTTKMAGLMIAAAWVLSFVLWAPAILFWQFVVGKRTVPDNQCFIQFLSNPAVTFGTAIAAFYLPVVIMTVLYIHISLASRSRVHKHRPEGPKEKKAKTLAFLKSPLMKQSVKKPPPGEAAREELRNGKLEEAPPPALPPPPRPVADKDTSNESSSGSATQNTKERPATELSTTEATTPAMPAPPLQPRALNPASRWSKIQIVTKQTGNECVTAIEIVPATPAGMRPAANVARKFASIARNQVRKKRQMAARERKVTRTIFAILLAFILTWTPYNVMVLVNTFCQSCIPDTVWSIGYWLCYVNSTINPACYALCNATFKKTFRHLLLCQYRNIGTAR
M5 antag = antagonists of human muscarinic M5 receptor (CHRM5) | P08912 | CHO-hM5 cells, Fluo-8 calcium fluorescence, ACh EC80 | inhibition, % at 3 µM | 360,000 tested, 0.59% active | AID 624040;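 active means inhibition above a per-plate cutoff, the mean of that plate's test compounds plus 3 SD, cut at about 27% in these data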;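 further: 0% = acetylcholine EC80 with DMSO and 100% = DMSO without agonist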
M4 antag = antagonists of human muscarinic M4 receptor (CHRM4) | 360,000 tested, 0.73% active | inhibition, % at 3 µM | CHO-hM4 cells, ACh EC80, Fluo-8 calcium fluorescence | AID 624125;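 active means inhibition above its plate's cutoff, the mean inhibition of sample wells plus 3 SD, cut at about 27% in these data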;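 further: 0% = acetylcholine EC80 with DMSO and 100% = DMSO without agonist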
M1 antag = antagonists of human M1 muscarinic receptor | CHO-K1 hM1, Fluo-8 calcium fluorescence, ACh EC80 antagonist | inhibition, % at 3 µM | 360,000 tested, 1.3% active | AID 588852;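 active means percent inhibition above its own plate's cutoff, namely the mean of that plate's compound wells plus 3 SD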;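 further: peak over basal fluorescence ratio during 140 s after agonist addition; 0% = ACh EC80 plus DMSO and 100% = DMSO alone without agonist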
CHRM5 PAM = CHRM5 positive allosteric modulation; CHO-K1 hM5, Fluo-8 calcium, ACh EC20 PAM; 0% = ACh EC20, 100% = ACh EC100; activation, % at 3 µM; 360,000 tested, 0.3% active;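 active means activation above the run cutoff, the mean activation of all test compounds plus 3 SD, cut at about 18% in these data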
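Assay system: CHO-K1 hM5 cells / Incubation: Fluo-8 loading 80 min at 37 °C plus 30 min room temperature / Technique: Fluo-8 calcium dye fluorescence, kinetic read / Repeats: single replicate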
M5 ag = CHRM5 agonism in calcium assay | CHO-K1 hM5 cells, Fluo-8 calcium fluorescence; 0% DMSO wells, 100% maximal acetylcholine response | activation, % at 3 µM | 360,000 tested, 0.19% active | AID 624037;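 active means activation above the run's mean over test compounds plus 3 SD, cut at about 23% in these data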;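 further: signal is peak over basal fluorescence ratio across the kinetic read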
CHRM1 agonist = activates human CHRM1 receptor; 360,000 tested, 0.33% active; P11229; CHO-K1 hM1, Fluo-8 calcium fluorescence, agonist mode; 0% DMSO, 100% acetylcholine EC100; activation, % at 3 µM;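 active means activation above the run's mean compound activation plus 3 SD, cut at about 16% in these data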;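 further: peak over basal fluorescence ratio within a 140 s kinetic read after compound addition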
CHRM1 PAM = positive allosteric modulators of human M1 muscarinic receptor; CHO-K1 hM1, Fluo-8 calcium fluorescence, ACh EC20; 0% = ACh EC20, 100% = maximal ACh; activation, % at 3 µM; 360,000 tested, 0.088% active; in the data active means activation above about 19%, passing the limit was not always enough
Starred values were filed as active, the others as inactive; nt = no result given. Only part of the results is shown. The share of hits here may be higher or lower than overall.

Values in the order: TAAR1 ag	CHRM4 agonist	M5 antag	M4 antag	M1 antag	CHRM5 PAM	M5 ag	CHRM1 agonist	CHRM1 PAM
CN(C(=O)c1sc2nc(N3CCOCC3)c3c(c2c1N)CCCC3)c1ccccc1
 : 8	15	20	14	17	-14	6	-2	-4
CCOc1ccc(NC(=O)c2ccc(NC(=O)CN3C(=O)C(=O)N(CC(C)C)C3=O)cc2)cc1
 : 12	0	8	-13	-14	-1	1	-2	9
COc1ccc(CC(=O)OCc2cc(=O)n3cc(Br)ccc3n2)cc1OC
 : 2	1	6	3	6	-2	6	-6	4
CC(=O)N1CCCc2cc(S(=O)(=O)Nc3ccccc3C)ccc21
 : 1	2	0	6	-9	6	3	0	4
O=C(NCc1nnc(SCC(=O)N2CCN(c3ccccc3)CC2)o1)c1ccccc1
 : 2	2	-9	-11	-11	3	-1	0	11
CCOC(=O)CC1=Nc2ccccc2NC(=O)C1
 : 5	3	5	27*	-3	-1	-7	-6	-2
N#Cc1c(-c2ccco2)ccn(Cc2ccc(F)cc2)c1=O
 : 2	1	7	7	3	-4	-2	-8	4
CN(C)c1nc(=NCc2cccs2)ss1
 : 28	5	24	19	0	-7	4	3	-2
CCOc1ccc(NC(=O)C(=O)NCCCn2ccnc2)cc1
 : 9	0	5	-2	-11	-1	-3	-10	4
COC(=O)c1cc(NC(=O)Nc2cc(OC)ccc2OC)cc(C(=O)OC)c1
 : 3	1	7	5	-10	-2	-2	-4	10
O=C(CSc1nnc(CNC(=O)c2cccs2)o1)Nc1ccc(Cl)cc1
 : 6	6	14	-7	-3	-6	-2	-2	1
CCOc1ccc(NC(=S)NCC(c2cccnc2)N2CCOCC2)cc1 (stereo unspecified)
 : 1	1	-6	-8	-9	-2	-1	-5	13
c1cncc(CN=C2Nc3ccccc3CS2)c1
 : 0	0	7	9	-2	2	-2	-13	3
Fc1cccc(NCc2cn3ccccc3n2)c1
 : 2	1	-2	16	-13	1	-1	-4	6
COc1ccc(C)cc1NC(=O)C(Sc1nnc(Nc2ccccc2F)s1)c1ccccc1 (stereo unspecified)
 : 1	-2	-6	-13	-10	5	-2	4	3
CC(=O)c1cccc(NC(=O)N2CCc3ccccc3C2)c1
 : 56*	7	-5	3	-8	-2	2	-5	-2
COc1cc(CN/C(C)=C(\C#N)C(N)=O)cc(OC)c1OC
 : 20	19	15	3	13	-12	6	2	-12
CC(C(=O)NCCCc1ccccc1)c1ccc([N+](=O)[O-])cc1 (stereo unspecified)
 : 17	2	-7	-7	-6	1	3	-3	5
Cc1cccc(NS(=O)(=O)c2cccc(C(=O)N3CCC3)c2)c1
 : 1	2	-1	-7	-15	-2	1	-2	11
Cc1ccc(-n2c(-c3ccc(Cl)cc3)n[nH]c2=S)cc1
 : 5	0	1	-4	-17	3	-2	1	16
CC1=C(C(=O)N(C(C)C)C(C)C)CC(CC(=O)NCc2ccco2)C(=O)N1Cc1ccc(C(C)(C)C)cc1 (stereo unspecified)
 : -1	-1	3	-3	-27	1	-3	-8	2
N#Cc1ccccc1OCC(=O)Nc1cccc(S(=O)(=O)N2CCCC2)c1
 : 9	6	2	8	4	-5	4	-5	-8
O=C(Nc1ccc(C(F)(F)F)cc1)C1CC(=O)N(c2ccc3c(c2)OCCO3)C1 (stereo unspecified)
 : 11	1	-2	-1	-12	-3	2	1	11
CC(Sc1nnc(-c2ccccc2F)n1C1CC1)C(=O)N1CCCC1 (stereo unspecified)
 : 0	1	1	-14	-19	2	-2	-2	15
Cc1ccc(NC(=O)c2cccc3c2C(=O)N(C2CCCCC2)C3)c(Cl)c1
 : nt	2	1	-10	-8	1	-3	-2	6
N#Cc1cc(Sc2ccccn2)c([N+](=O)[O-])cc1C#N
 : 2	3	0	-5	-7	4	-2	-7	7
CCOC(=O)c1c(NC(=O)COC(=O)c2cc(OC)c(OC)cc2[N+](=O)[O-])sc(C)c1C
 : 0	1	-1	-1	-9	1	2	-1	12
Cc1cc(N2CCCCC2)nc(-c2ccc(Br)cc2)n1
 : 12	-2	4	-6	6	1	0	0	-2
COc1cc(-c2nc(CN3CCCN(C(=O)c4ccco4)CC3)c(C)o2)ccc1F
 : 4	1	-2	5	-9	4	-7	-12	0
CC(C)(C)OC(=O)NCc1ccc(NC(=O)c2nc[nH]c2C(=O)NCCCCCCNC(=O)c2[nH]cnc2C(=O)Nc2ccc(CNC(=O)OC(C)(C)C)cc2)cc1
 : 2	-1	4	0	-7	-4	5	-3	5
O=c1c2cc3c(cc2[nH]c(=S)n1Cc1ccco1)OCO3
 : 7	1	1	-6	2	-2	-3	-4	1
Cc1ccc(N2C(=O)c3n[nH]c(C)c3C2c2cccnc2)cc1 (stereo unspecified)
 : 1	-1	-3	4	15	-4	1	-3	-4
CC(=O)NCCC(=O)N(Cc1ccccc1)c1nc2c(C)cccc2s1
 : 3	1	20	4	-5	-10	-5	-2	5
Cc1ccc(-c2csc(SCC(=O)c3c(N)n(C4CC4)c(=O)[nH]c3=O)n2)cc1
 : 0	2	2	2	-3	1	4	-1	-1
O=C(CN1CCOCC1)Nc1ccccc1F
 : 0	1	-3	-3	-10	0	0	-3	30*
O=C1CC(c2ccc3c(c2)OCO3)C2=C(CCCC2=O)N1 (stereo unspecified)
 : 4	1	-7	-11	0	-3	-6	-3	3
CCC(C)/C(C)=N/NC(=O)CSc1nc2ccccc2[nH]1 (stereo unspecified)
 : 2	2	-2	-12	-2	-8	-4	-9	5
COc1cc(C(=O)Oc2cccc(Nc3ncnc4ccccc34)c2)cc(OC)c1OC
 : 13	17	29*	31*	41*	-16	4	0	-20
COc1cc(OC)c(OC)cc1/C=C/c1cc(C(=O)O)c2ccccc2n1
 : 3	0	3	4	-10	0	2	-3	8
COCCSc1nnc(NC(=O)CS(=O)(=O)c2ccccc2)s1
 : 4	1	3	-26	-2	1	2	-3	6
NNC(=O)c1[nH]c(-c2ccccc2)cc1-c1ccccc1
 : -1	0	1	13	5	8	-3	-1	-1
O=S(=O)(N1CCCCCC1)N1CCN(S(=O)(=O)N2CCCCC2)CC1
 : 17	1	10	8	15	-6	-2	-3	-8
C[C@H]1CN([C@@H](C)CO)C(=O)CCCn2nncc2CO[C@@H]1CN(C)Cc1ccccc1C(F)(F)F
 : 7	2	-21	-16	-7	5	-1	-10	3
COc1cc(/C=C(\C#N)C(=O)c2c(C)[nH]c3ccccc23)cc(OC)c1OC
 : 0	2	8	1	0	-9	-1	-7	5
CCC(=O)c1ccc(OCC(=O)OCC(=O)c2c(N)n(C)c(=O)n(C)c2=O)cc1
 : 1	0	2	7	18	-6	4	-3	-5
O=C(CSc1nnc(-c2ccc(Cl)cc2Cl)n1C1CCCCC1)N1CCCC1
 : 6	0	-2	7	-18	3	-7	-7	-1
O=C(Cc1cccs1)Nc1ccc(Cl)c(S(=O)(=O)N2CCOCC2)c1
 : 10	14	8	4	8	-6	8	3	-10
N#Cc1cc2c(nc1Cl)CCCC2
 : 1	1	8	2	4	-1	-4	-4	3
CN(C)S(=O)(=O)Nc1cccc(-c2cn3c(n2)SCC3)c1
 : 4	1	-3	8	-1	5	-1	-2	7
Cc1ccccc1Cn1cnc2c(oc3ccccc32)c1=O
 : 0	2	7	-13	-8	3	-3	-3	9
CNC(=O)N(O)C1N(NC(=O)Nc2ccccc2)C(=S)SC1(C)C (stereo unspecified)
 : -1	0	4	-3	-12	-4	0	-3	-4
CCN(CC1CCCN(CCc2cccc(OC)c2)C1)C(=O)C=C(C)C (stereo unspecified)
 : 2	0	10	6	-1	-1	-9	-10	-8
Cc1nn(-c2ccc(F)cc2)c(C)c1NS(=O)(=O)c1ccc2ccccc2c1
 : 3	3	-9	16	7	4	1	-5	-7
Cc1nnc(SCc2nnc(-c3ccccc3Br)o2)n1-c1ccccc1
 : 8	0	-5	3	4	-3	1	-4	1
CC(C(=O)Nc1ccccc1Oc1ccccc1)c1ccccc1 (stereo unspecified)
 : 1	-2	-2	-5	-24	5	-9	-7	9
COc1ccc(NC2CCCN(C(=O)c3cccs3)C2)cc1 (stereo unspecified)
 : 2	1	-8	0	-12	8	-3	-1	5
O=C(CSc1nnnn1-c1ccc(Cl)cc1)N1CCNC1=O
 : 3	1	6	-16	-3	-1	0	2	3
Cc1ccn2c(=O)nc(SCC(=O)N3CCC(Cc4ccccc4)CC3)nc2c1
 : 3	2	-1	2	8	-4	-6	-7	-6
Cc1cc(SCC(=O)Nc2ccccc2C)nc(C)n1
 : 7	0	7	7	-4	-3	5	5	14
O=C(NCC1(c2ccccc2)CCCC1)c1cccc(Br)c1
 : 20	-2	-9	-15	1	0	-10	-6	-9

(next part)
Values in the order: TAAR1 ag	CHRM4 agonist	M5 antag	M4 antag	M1 antag	CHRM5 PAM	M5 ag	CHRM1 agonist	CHRM1 PAM
CCc1ccc2c(c1)cc(CN(C(=S)Nc1cccc(C)c1)C1CC1)c1nnnn12
 : 6	1	4	8	-17	-2	1	4	12
COc1ccc(N2Cc3cccc(C(=O)NC(C)CCc4ccco4)c3C2=O)cc1 (stereo unspecified)
 : -3	-3	-1	-5	-5	3	-1	-7	-2
Cc1cccnc1NC(=O)CCc1nnc2ccc(NCc3ccco3)nn12
 : 1	0	-7	-11	-9	7	-6	-3	6
C/C(=N\NC(=O)c1cc(-c2cccc([N+](=O)[O-])c2)n[nH]1)c1ccccc1O
 : 0	2	22	3	0	-10	-1	-2	8
Cc1ccc2c(c1C)OC(=O)CC2(C)C
 : 3	1	10	4	2	-4	2	-2	5
Cc1ccccc1NC(=O)Cn1cc(C(=O)C2CC2)c2ccccc21
 : 8	1	4	0	-14	-3	1	-1	11
CCCCn1c(N)c(N(CC(C)C)C(=O)c2ccc(N3C(=O)c4ccccc4C3=O)cc2)c(=O)[nH]c1=O
 : 0	1	24	-4	-8	-8	0	-2	7
COc1c(O)c(O)c2oc(-c3ccccc3)cc(=O)c2c1OC
 : -1	3	14	-12	-1	-5	-2	-3	10
CCNC(=O)CC1SC(=Nc2cccc(Cl)c2C)N(C)C1=O (stereo unspecified)
 : 12	1	-5	-1	-5	-3	0	-1	12
CS(=O)(=O)c1ccc2nc(NC(=O)c3cccs3)sc2c1
 : 14	5	-4	-11	-20	-3	1	-2	2
COc1ccc(NC(=O)CN(C)C(=O)CN2C(=O)C3CCCCC3C2=O)cc1 (stereo unspecified)
 : 3	2	2	3	0	2	0	-3	1
CCC(=O)Nc1c(S(=O)(=O)c2ccccc2)c2nc3ccccc3nc2n1Cc1ccccc1
 : 3	0	-3	1	-10	-2	0	-2	9
O=C(COC(=O)Cc1ccccc1[N+](=O)[O-])NC1CCCC1
 : 3	1	1	5	-5	-5	-2	-5	7

Entries of single compounds from above. Order of screens: TAAR1 ag	CHRM4 agonist	M5 antag	M4 antag	M1 antag	CHRM5 PAM	M5 ag	CHRM1 agonist	CHRM1 PAM
COc1c(O)c(O)c2oc(-c3ccccc3)cc(=O)c2c1OC across the screens: -1	3	14	-12	-1	-5	-2	-3	10
C/C(=N\NC(=O)c1cc(-c2cccc([N+](=O)[O-])c2)n[nH]1)c1ccccc1O across the screens: 0	2	22	3	0	-10	-1	-2	8
Cc1cccnc1NC(=O)CCc1nnc2ccc(NCc3ccco3)nn12 across the screens: 1	0	-7	-11	-9	7	-6	-3	6
